Screens from PubChem.
GRK2 aptamer HTS: inhibitors of human GRK2 displacing RNA aptamer; P25098; bead flow cytometry, FAM-aptamer displacement from GRK2; inhibition of aptamer binding, % at 10 µM; 330,000 tested, 0.59% active; AID 488847;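 active = inhibition of aptamer binding above 40%, roughly 3 SD of noise, on plates passing a quality check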;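 note: median bead fluorescence of bound FAM aptamer so fluorescent compounds give negative values; no value below 0 was filed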
Target sequence (P25098 whole entry, looked up): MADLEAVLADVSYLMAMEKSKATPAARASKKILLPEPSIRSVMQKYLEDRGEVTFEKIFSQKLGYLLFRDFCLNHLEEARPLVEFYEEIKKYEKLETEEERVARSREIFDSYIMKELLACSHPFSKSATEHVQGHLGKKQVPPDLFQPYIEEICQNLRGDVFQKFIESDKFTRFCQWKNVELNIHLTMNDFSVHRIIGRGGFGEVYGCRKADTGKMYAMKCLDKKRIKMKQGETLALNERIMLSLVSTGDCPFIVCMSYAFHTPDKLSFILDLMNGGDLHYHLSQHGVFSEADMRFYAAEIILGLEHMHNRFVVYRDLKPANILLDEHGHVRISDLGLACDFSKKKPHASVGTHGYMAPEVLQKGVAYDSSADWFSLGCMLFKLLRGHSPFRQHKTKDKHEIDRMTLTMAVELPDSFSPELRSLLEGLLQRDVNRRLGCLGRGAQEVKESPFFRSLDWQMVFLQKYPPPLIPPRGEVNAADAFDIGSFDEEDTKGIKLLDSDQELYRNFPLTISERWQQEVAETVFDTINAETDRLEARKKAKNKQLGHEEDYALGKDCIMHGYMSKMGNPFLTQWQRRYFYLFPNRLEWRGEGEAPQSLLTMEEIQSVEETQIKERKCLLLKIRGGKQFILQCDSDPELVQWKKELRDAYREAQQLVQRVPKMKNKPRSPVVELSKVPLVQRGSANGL
PP1 inh: PP1-alpha (human) inhibition in PP5 counter-screen; P62136; purified PP1alpha, OMFP fluorescence; inhibition, % at 6.7 µM; 320,000 tested, 0.9% active;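 active = inhibition above the mean inhibition of all tested compounds plus 3 SD, computed separately for each screening campaign, cut at about 15% in these data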
VLA-4 inh: inhibition in a human VLA-4 binding assay; inhibition, % (about 7 µM as worked out from the volumes in the protocol); 330,000 tested, 0.2% active; P13612; VLA-4 expressing cells, ligand binding flow cytometry; in the data active = inhibition above about 50%
JMJD2C inh: human JMJD2C demethylase inhibition; Q9H3R0; GST-JMJD2C(1-420) H3K9me3 demethylation, DELFIA europium; inhibition, % at 2.35 µM; 330,000 tested, 0.069% active;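 active = more than half of a compound's replicate wells show inhibition beyond 50%, single wells judged on their own value; inconclusive = some, but no more than half, of replicates pass 50% inhibition; inactive = no replicate passes 50% inhibition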;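 note: signal counts dimethyl H3K9 product captured on neutravidin plate; 0% = median of DMSO wells and 100% = 0.3 times that DMSO median; strong numbers were not always called active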
proCasp7 act: counter-screen for procaspase-3 activators: activators of human procaspase-7; AID 463210; P55210; activation, % at 8.5 µM; 330,000 tested, 0.093% active; recombinant procaspase-7, Ac-DEVD-pNA absorbance 405 nm; D23A/D198A/D206A triple mutant, cannot self-cleave; scale: DMSO 0, 5 µM enzyme 100;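 active = percent activation above the screen-wide mean plus 3 SD, cut at about 25% in these data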
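Assay system – Uncleavable procaspase-7 mutant enzyme · Quantity – 2 µM procaspase-7 mutant as dispensed · Times – 1 h preincubation, 2 h reaction · Dosing – single nominal 8.5 µM compound dose, 0.8% DMSO final · Buffer or medium – Zinc-free 50 mM HEPES buffer, pH 7.4, with NaCl and Triton X-100 · Detection – Epi-absorbance of released pNA at 405 nm, two timepoints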
Fh CTSL1 inh: cathepsin L1 inhibition, PFM18AAP counter-screen. recombinant F. hepatica cathepsin L1, Z-Leu-Arg-MCA fluorescence. inhibition, % at 5.96 µM. 300,000 tested, 0.49% active. AID 1906;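 active = inhibition above the mean of all tested compounds plus 3 SD, set per screening campaign, cut at about 17% in these data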;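 note: 0% = plate median of test compound wells and 100% = 1 µM Z-Phe-Ala-diazomethylketone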
procasp3 activ: procaspase-3 (human) activation | P42574 | AID 463141 | recombinant procaspase-3 D3A, Ac-DEVD-pNA absorbance 405 nm | activation, % at 8.5 µM | 330,000 tested, 0.11% active;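 active = activation above the mean of all tested compounds plus 3 SD, cut at about 21% in these data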;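 note: 0% = DMSO alone and 100% = DMSO wells spiked with extra 5 µM PC-3 D3A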
Target sequence (P42574 whole entry D9A/D28A/D175A): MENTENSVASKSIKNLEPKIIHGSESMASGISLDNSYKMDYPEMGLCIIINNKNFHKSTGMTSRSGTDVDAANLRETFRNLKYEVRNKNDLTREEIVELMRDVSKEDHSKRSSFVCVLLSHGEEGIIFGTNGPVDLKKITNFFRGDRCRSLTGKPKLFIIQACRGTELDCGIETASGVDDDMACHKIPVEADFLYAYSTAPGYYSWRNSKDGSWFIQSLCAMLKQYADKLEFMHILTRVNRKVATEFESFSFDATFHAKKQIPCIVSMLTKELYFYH
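Evaluation: percent activation relative to control range; Material: Procaspase-3 D3A mutant, all three cleavage aspartates alanine; Compound: single dose, 8.5 µM nominal compound, 0.8% DMSO; Replication: one well per compound; Signal: absorbance at 405 nm, 0 and 120 min; Schedule: 1 h preincubation plus 2 h reaction at 25 °C.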
HCV core dimer: blocks dimerization of HCV core protein. TR-FRET GST/Flag-core106 dimerization, 1536-well. inhibition, % at 5 µM. 300,000 tested, 0.33% active. AID 1899;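 active = inhibition above the mean of all tested compounds plus 3 SD, set per screening campaign, cut at about 45% in these data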
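System: GST-tagged and Flag-tagged HCV core protein residues 1-106 / Input: core106 proteins, GST 13.5 nM and Flag 17 nM / Buffer or medium: KF-containing HEPES buffer, pH 7.45, DTT, CHAPS, BSA / Probe or stimulus: Eu-anti-GST and XL665-anti-Flag labelled anti-tag antibodies / Schedule: 4 h, 22.5 °C incubation / Technique: TR-FRET 671 and 617 nm emission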
PP5 inh: blocks human protein phosphatase 5 activity; 320,000 tested, 0.18% active; AID 1987; P53041; inhibition, % at 6.7 µM; purified PP5c, OMFP substrate fluorescence;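 active = inhibition above the campaign's mean inhibition across all tested compounds plus 3 SD, cut at about 9.5% in these data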;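 note: 0% = DMSO only and 100% = 100 µM cantharidin control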
Numbers without * were called inactive; u = inconclusive; x = not tested or not shown.

SMILES	GRK2 aptamer HTS	PP1 inh	VLA-4 inh	JMJD2C inh	proCasp7 act	Fh CTSL1 inh	procasp3 activ	HCV core dimer	PP5 inh
COC(=O)CC(N)c1ccc(OC)c2ccccc12 (stereo not drawn)	13	-1	20	17	14	-1	2	-5	0.3
COc1cc(C(=O)NCCOC(=O)c2cccc(N(C)C)c2)cc(OC)c1OC	0	-2	8	36	11	2	7	-3	2.6
O=C(Nc1ccccc1)OC1CCCCc2cccnc21 (stereo not drawn)	1	-4	15	16	4	9	9	0	1.0
CCCCN(C)C(=O)C1CCN(Cc2cccnc2)CC1	1	2	7	6	-7	-5	-4	-3	3.1
N#CCSc1n[nH]c2nc3c(c(=O)n12)C1(CCCC1)Cc1ccccc1-3	0	14	0	3	2	5	12	5	-0.3
CCCCn1c(N)c(N(CCOC)C(=O)CCCc2nc3ccccc3s2)c(=O)[nH]c1=O	0	-4	-5	4	-3	3	-6	-5	-0.8
O=C(Nc1nnc(-c2ccco2)o1)c1cccc(N2C(=O)CCC2=O)c1	2	2	8	-6	6	-4	-6	-2	-0.2
O=C1[C@@H]2[C@H](C(=O)N1n1cnnc1)[C@H]1C=C[C@@H]2C1	0	-4	8	-3	-8	0	3	0	0.9
CC1CN(c2cc(-c3ccccc3)c3ccccc3n2)CC(C)O1 (stereo not drawn)	4	-2	-4	-7	10	2	1	0	0.0
CCC(C)C(NC(=O)C1CCC(=O)N1C(=O)OCc1ccccc1)C(=O)NC(C(=O)N1CCCC1C(N)=O)C(C)CC (stereo not drawn)	0	-5	-8	1	-1	-1	11	9	-1.3
Cc1cc(C)nc(NC(=O)C(c2ccccc2)c2ccccc2)n1	0	-1	17	32	14	0	8	-13	0.6
CCN(CC)CCNC(=O)Cn1cnc2sc(C)c(S(=O)(=O)N3CCC(C)CC3)c2c1=O	0	7	2	-4	6	-3	-6	1	3.0
O=C(CN(Cc1ccco1)C(=O)CNS(=O)(=O)c1ccc(Cl)cc1)NCc1ccco1	0	2	5	-2	7	-1	-1	10	0.4
O=[N+]([O-])c1cc([N+](=O)[O-])c(Oc2cncc(Cl)c2)cc1NC1CCCCCCC1	3	-1	-2	x	-7	1	3	-2	3.2
Cc1ccc2nc(SCCCCOc3ccccc3)[nH]c2c1	0	2	42	-8	5	-1	3	2	4.6
OCCNCc1cccc(OCc2ccc(Cl)cc2)c1	0	-5	7	u	-3	2	6	-6	0.4
Cc1ccc(OCC(=O)NC(=S)Nc2ccc(Br)cn2)cc1C	0	-9	2	0	-7	1	-2	4	2.7
COc1cccc(N(C(=O)c2snc(C(N)=O)c2N)C(C(=O)NCc2ccccc2)c2ccc(O)cc2)c1 (stereo not drawn)	4	4	5	9	79*	3	33*	7	4.0
CNC(=O)c1sc(Nc2ccc(OCc3ccccc3)cc2)nc1C	4	1	0	-2	-5	3	-4	-7	1.4
O=C(Nc1ccc(Oc2c(F)c(F)c(F)c(F)c2F)cc1)OC1CCN2Cc3ccccc3N=C12 (stereo not drawn)	0	-4	7	-11	4	10	-2	3	0.0
COc1cccc(-n2c(CN3CCN(c4ccccn4)CC3)nc3ccc([N+](=O)[O-])cc3c2=O)c1	0	-4	-1	0	12	-2	-8	3	-0.1
CSc1nc2nccc(-c3ccc(Oc4ccccc4)cc3)n2n1	0	3	10	-6	-5	4	3	5	5.5
Nc1cc(S(=O)(=O)Nc2ccc(Cl)cc2)ccc1N1CCOCC1	0	1	-4	0	-21	-4	-8	-6	4.0
Cc1cccc(-c2nc3c(c(SCC(=O)N4CCCC4)n2)COC(C)(C)C3)c1	9	-8	-4	5	10	8	-17	-10	-6.9
COc1ccccc1C(=O)NCC(=O)NCCCN1CCOCC1	0	0	-1	-19	-2	x	10	x	0.0
O=C(Cc1csc(NC(=O)Nc2ccc(Cl)cc2)n1)NCc1cccnc1	0	6	6	35	-3	0	-3	-7	3.7
CCCOc1cccc(C2C(C(=O)c3ccco3)=C(O)C(=O)N2CCCn2ccnc2)c1 (stereo not drawn)	0	6	-6	-5	-48	6	-21	2	-0.7
COCCNC(=O)CN(C(=O)CCC(=O)Nc1ccccn1)c1ccc(C)cc1C	2	0	-9	108	7	-1	-4	-2	-1.0
Cc1ccc(C)c2[nH]c(=O)c(C(c3nnnn3CCc3ccccc3)N3CCOCC3)cc12 (stereo not drawn)	0	-6	-3	9	-6	4	-9	7	-4.2
C/C(=N\NC(=S)NC1CCCCC1)c1c(F)cccc1F	2	-2	17	-12	3	-5	-10	19	-1.9
CN(CCOc1ccccc1)C(=O)C1CCN(C(=O)c2ccc(F)cc2)CC1	1	-4	1	24	-6	2	2	-4	1.0
O=C(Nc1cc(-c2ccccc2)[nH]n1)c1ccccc1	1	-1	14	4	7	-5	-2	-6	2.6
O=C(CSc1nc2ccccc2n1CC(=O)N1CCCC1)Nc1nccs1	0	-4	14	0	-5	-2	4	-3	0.4
COC(=O)C1=C(C(=O)OC)[C@@H]2N(Cc3ccccc3)c3ccccc3[C@@]23C[C@@H](C(=O)OC)N(C(=O)c2ccc(Br)cc2)C3=N1	4	-1	0	-2	-10	0	12	33	3.2
C/C(=N/NS(C)(=O)=O)c1ccc2ccccc2c1	0	0	35	-8	-5	0	6	-1	2.8
CCOc1ccc(NC(=S)NCCCN2CCN(c3ccc(OC)cc3)CC2)cc1	0	2	7	22	-8	1	3	-1	3.0
Cc1cc(S(=O)(=O)NCc2cccs2)ccc1-n1cnnn1	0	-6	13	-12	-17	-2	-1	5	0.2
COc1ccc(C(CC(=O)O)NS(=O)(=O)c2ccc3c(c2)N(C(C)=O)CC(C)O3)cc1 (stereo not drawn)	0	-4	17	-1	0	-1	5	0	-0.2
CCOC(=O)c1c(-c2ccc(C)cc2)csc1NC(=O)CCN1CC(C)OC(C)C1 (stereo not drawn)	9	6	8	5	-2	4	6	-11	3.9
O=[N+]([O-])c1ccc(N2CCN(c3ccc(F)cc3)CC2)nc1	0	-2	-6	0	-4	1	0	2	0.2
CC1=C(C(=O)NC(C)c2ccccc2)C2(CCC(C)CC2)OC1=O (stereo not drawn)	0	5	-6	3	9	4	3	-2	-0.3
O=C(Nc1ccc(F)cc1)c1ccc2ncsc2c1	0	-1	-5	-3	-25	1	-2	-12	1.6
CC(=O)Nc1ccc(NS(=O)(=O)c2ccc(-c3csc(C)n3)s2)cc1	2	-3	5	-2	-2	1	-1	-1	0.0
COc1ccc2c(c1OC)C(=O)N1N=C(c3ccc(F)cc3)CC21 (stereo not drawn)	2	2	-9	-5	3	4	9	-4	0.9
COc1cc(/C=C(\NC(C)=O)C(=O)NC(C)(C)C)ccc1OC(C)=O	0	-1	11	4	2	-1	2	-2	0.7

10 entries out of the list, ordered by heavy-atom count, descending.
SMILES	GRK2 aptamer HTS	PP1 inh	VLA-4 inh	JMJD2C inh	proCasp7 act	Fh CTSL1 inh	procasp3 activ	HCV core dimer	PP5 inh
CCCCn1c(N)c(N(CCOC)C(=O)CCCc2nc3ccccc3s2)c(=O)[nH]c1=O	0	-4	-5	4	-3	3	-6	-5	-0.8
O=C(CN(Cc1ccco1)C(=O)CNS(=O)(=O)c1ccc(Cl)cc1)NCc1ccco1	0	2	5	-2	7	-1	-1	10	0.4
CCOc1ccc(NC(=S)NCCCN2CCN(c3ccc(OC)cc3)CC2)cc1	0	2	7	22	-8	1	3	-1	3.0
COc1cc(C(=O)NCCOC(=O)c2cccc(N(C)C)c2)cc(OC)c1OC	0	-2	8	36	11	2	7	-3	2.6
CNC(=O)c1sc(Nc2ccc(OCc3ccccc3)cc2)nc1C	4	1	0	-2	-5	3	-4	-7	1.4
COc1ccccc1C(=O)NCC(=O)NCCCN1CCOCC1	0	0	-1	-19	-2	x	10	x	0.0
Cc1cc(S(=O)(=O)NCc2cccs2)ccc1-n1cnnn1	0	-6	13	-12	-17	-2	-1	5	0.2
O=C(Nc1ccccc1)OC1CCCCc2cccnc21 (stereo not drawn)	1	-4	15	16	4	9	9	0	1.0
C/C(=N/NS(C)(=O)=O)c1ccc2ccccc2c1	0	0	35	-8	-5	0	6	-1	2.8
O=C1[C@@H]2[C@H](C(=O)N1n1cnnc1)[C@H]1C=C[C@@H]2C1	0	-4	8	-3	-8	0	3	0	0.9

(further entries)
SMILES	GRK2 aptamer HTS	PP1 inh	VLA-4 inh	JMJD2C inh	proCasp7 act	Fh CTSL1 inh	procasp3 activ	HCV core dimer	PP5 inh
O=C(NCCN1CCN(c2ccccc2)CC1)C1CCN(S(=O)(=O)c2cccc3nonc23)CC1	0	-3	4	-14	0	0	-5	2	0.9
CCOC(=O)N/N=C/C=C/c1ccccc1	0	-1	9	-9	-7	0	-2	-2	4.9
O=C(CSc1nc2ccc(Cl)cc2[nH]1)c1cccs1	1	6	8	-1	-1	2	0	5	0.4
COc1ccc(C(=O)n2nc(-c3ccco3)nc2SC)cc1OC	0	1	11	-40	7	1	0	4	-0.8
CCCC/C(O)=C1\C(=O)CC(C)(C)CC1=Nc1ccccc1OC	0	6	5	-8	-2	3	-5	-1	1.3
CCCSc1nc(O)c(C2OC(=O)c3c2ccc(OC)c3OC)c(=O)n1-c1ccccc1 (stereo not drawn)	2	2	8	-7	-12	3	-4	7	-0.6
O=C(CCc1ccccc1)Nc1cccc(S(=O)(=O)N2CCOCC2)c1	0	x	-4	-3	3	x	9	x	x
COc1cccc(COC(=O)C2CCN(S(=O)(=O)c3ccc(C)cc3C)CC2)c1OC	2	0	13	-8	-1	0	2	-2	-0.1
COc1ccc(NC(=S)NCc2ccco2)c(OC)c1	0	-4	10	-4	10	1	0	-4	0.4
O=C(c1ccco1)N1CCN(C(=O)c2cnn3c(C(F)(F)F)cc(-c4cccs4)nc23)CC1	4	-5	-12	2	5	0	-6	-3	-1.0
O=C1CCCC2=C1C(c1ccc(O)c(O)c1)Nc1ccc3ncccc3c12 (stereo not drawn)	4	7	29	-2	-32	1	-8	-5	0.0
